High-throughput results: PubChem BioAssay, Broad Institute
E-sel inducer = induces E-selectin expression in human endothelial cells | P16581 | HUVEC E-selectin immunofluorescence imaging; normalized: neutral wells 0, TNF-alpha wells 100 | 260,000 compounds, 0.37% hits | activation, % at 7.58 µM;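 active means mean E-selectin-positive cell signal at least 10% of the positive control, reached in at least 60% of replicates, without over 20% cell loss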;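 further: in these data hits start at about 27%; measured in HUVEC primary endothelial cells; signal is the percent of cells scored E-selectin positive by PE staining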
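Test system: HUVEC; input: 3,000 HUVEC/well; measured by: immunofluorescence imaging; read-out: % PE-positive cells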
esBAF inh = blocks esBAF chromatin remodeling in mouse ES cells; Bmi1-luciferase knock-in reporter, 24 h; 100% = twice the neutral-well signal; 350,000 compounds, 2% hits; AID 602393; reporter increase, % at 12.5 µM; in the data active means activation above about 40%;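 further: 0% = median of the plate's neutral control wells and 100% = double that signal; a rise in the Bmi1 reporter signal indicates esBAF inhibition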
RAD54 branch = inhibitors of human RAD54 branch migration; 360,000 compounds, 0.14% hits; RAD54 Holliday junction branch migration, FAM/BHQ fluorescence; inhibition, % at 10.4 µM; Q92698;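 active means mean normalized replicate activity at least 40 and at least half of replicates scoring 40 or more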;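 further: 0% = median of neutral control wells and 100% = median of positive control wells; inhibitors cause a drop in the FAM fluorescence signal; in these data hits start at about 50%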
ERp5 inh = blocks human ERp5 reductase activity on insulin; Q15084; 350,000 compounds, 0.05% hits; AID 651711; inhibition, % at 9.99 µM; ERp5 insulin aggregation, absorbance 650 nm, 90 min;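 active means mean replicate inhibition above about 25%, with every replicate also reaching it, limit read from the data, passing the limit was not always enough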
Target sequence (Q15084 whole entry, looked up): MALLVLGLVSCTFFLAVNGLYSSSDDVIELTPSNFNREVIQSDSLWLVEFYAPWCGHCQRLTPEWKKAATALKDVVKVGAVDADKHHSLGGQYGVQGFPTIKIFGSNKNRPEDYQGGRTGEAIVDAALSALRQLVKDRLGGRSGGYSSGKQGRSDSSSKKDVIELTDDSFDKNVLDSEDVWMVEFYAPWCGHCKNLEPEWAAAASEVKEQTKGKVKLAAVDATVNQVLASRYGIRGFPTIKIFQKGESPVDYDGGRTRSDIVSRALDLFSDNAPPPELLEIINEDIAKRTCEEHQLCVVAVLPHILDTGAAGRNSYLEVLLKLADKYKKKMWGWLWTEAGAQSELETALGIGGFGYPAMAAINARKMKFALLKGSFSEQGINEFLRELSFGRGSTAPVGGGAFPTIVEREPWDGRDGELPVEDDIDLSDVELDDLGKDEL
ERAP1 HTS inh = blocks human ERAP1 aminopeptidase activity. Q9NZ08. recombinant ERAP1, Leu-AMC fluorescence, 60 min. inhibition, % at 10.7 µM. 340,000 compounds, 0.15% hits. AID 652197;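 active means mean replicate inhibition of at least 30%, or all replicates individually reaching that 30% level; inactive means mean below 30% and not every replicate reaching it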;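 further: 0% = neutral control wells and 100% = L-leucinethiol positive control wells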
Xi reactivation = X-chromosome reactivation activator; XiGFP mouse fibroblasts, % GFP-positive cells imaging, 3 d; cells co-treated with 5-aza-dC sensitizer; scaled so ellipticine positive control = 100%; activation, % at 7.58 µM; 360,000 compounds, 0.055% hits;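 active means mean normalized replicate activation at least 10% and every replicate at or above 10%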;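 further: 0% = median of on-plate neutral control wells and 100% = ellipticine 6 µM median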
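Material: SV40-immortalized XiGFP fibroblast cells, line 68-5-11 | Buffer or medium: DMEM containing 5-aza-dC | Dosing: One concentration, pinned | Times: 3 d treatment, 15 min room-temperature fixation | Controls: Ellipticine 6 µM positive control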
RAD52 inh = blocks human RAD52 DNA annealing; P43351; recombinant RAD52 DNA annealing, FRET fluorescence; inhibition, % at 18.7 µM; 360,000 compounds, 0.46% hits; AID 651710;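 active means every replicate showing at least 50% inhibition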
Target sequence (P43351 whole entry, looked up): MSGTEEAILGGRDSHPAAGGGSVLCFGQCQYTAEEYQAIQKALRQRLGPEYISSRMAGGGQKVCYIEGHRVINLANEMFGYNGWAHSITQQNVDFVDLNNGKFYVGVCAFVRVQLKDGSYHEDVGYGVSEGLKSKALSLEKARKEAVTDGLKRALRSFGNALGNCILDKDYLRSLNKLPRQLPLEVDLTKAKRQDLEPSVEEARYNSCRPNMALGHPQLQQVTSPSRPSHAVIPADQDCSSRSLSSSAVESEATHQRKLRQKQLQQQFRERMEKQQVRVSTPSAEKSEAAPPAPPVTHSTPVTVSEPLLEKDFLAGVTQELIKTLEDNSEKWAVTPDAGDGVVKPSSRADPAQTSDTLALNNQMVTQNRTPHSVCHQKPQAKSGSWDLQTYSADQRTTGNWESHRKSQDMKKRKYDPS
S100A4 inh HTS = S100A4-myosin IIA interaction inhibition. P26447. S100A4/TAMRA-MyoIIA peptide fluorescence polarization. inhibition, % at 10.7 µM. 360,000 compounds, 0.14% hits. AID 652163;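 active means mean inhibition of at least 70% across replicates, with every replicate also reaching that level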
Target sequence (P26447 whole entry, looked up): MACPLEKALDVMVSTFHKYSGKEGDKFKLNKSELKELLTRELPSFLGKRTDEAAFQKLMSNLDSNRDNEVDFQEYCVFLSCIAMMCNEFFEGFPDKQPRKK
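Material: S100A4 monomer protein / Buffer or medium: 50 mM HEPES pH 7.2, 10 mM CaCl2, 100 mM KCl / Times: 5 min incubation before reading / Benchmarks: neutral control DMSO, positive control TFP / Reagent: labelled myosin peptide probe, 5 nM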
* = called active by the depositor; · = not tested or not shown; & = joins results of further samples.

Compound,E-sel inducer,esBAF inh,RAD54 branch,ERp5 inh,ERAP1 HTS inh,Xi reactivation,RAD52 inh,S100A4 inh HTS
CCc1c(C)c(C#N)c2nc3ccccc3n2c1NCCCN(C)C,5.7,-5,9,-1,-3,0.0,13,1
Cc1ccc(-c2nnc(SCC(=O)N/N=C/c3ccccc3C(=O)O)n2C2CCCCC2)cc1,·,0,9,2,-3,0.0,-15,-5
O=C(NC1CC1)c1cccc(NC(=O)C2CCCCC2)c1,-0.4,-1,-1,-2,·,0.0,-10,-1
CCC(C)Cn1c(C(C)C)nc2ccccc21 (stereo unspecified),·,·,·,-4,2,0.0,-9,-2
O=C(O)CN1C(=O)C=CC1=O,-0.3,-3,-17,8,1,-0.1,-12,2
CC(C)(C)n1nnnc1C(c1ccccc1)N1CCN(c2ccccc2)CC1 (stereo unspecified),0.5,·,·,1,-5,0.0,-6,-3
COc1ccc(-c2cnc3c(c2)C(=O)N([C@H](C)CO)C[C@H](C)[C@H](CN(C)Cc2cccnc2)O3)cc1,0.3,-2,-5,-7,0,0.3,13,-3
COc1ccc(C#Cc2cnc3c(c2)C(=O)N([C@@H](C)CO)C[C@@H](C)[C@H](CN(C)CC2CCOCC2)O3)cc1,-0.6,-10,-2,3,1,-0.7,-9,19
CCN(CC)C(=O)Cn1cnc2sc(C(=O)Nc3cc(OC)c(OC)c(OC)c3)c(C)c2c1=O,·,-6,-4,1,-1,·,-13,30
Nc1cn(C2OC(CO)C(O)C2O)c(=O)[nH]c1=O (stereo unspecified),·,-10,4,1,-3,0.0,-25,-3
O=C(NCc1ccncc1)Nc1cccc([N+](=O)[O-])c1,2.3,·,·,3,2,0.0,-3,2
C/C=C/c1ccc2c(c1)O[C@@H](CN(C)S(C)(=O)=O)[C@H](C)CN([C@@H](C)CO)S2(=O)=O,0.3,5,-5,68*,1,-0.3,-4,-5
COc1ccc(-n2ncc(C(C)NS(=O)(=O)c3cc(C)sc3C)c2C)cc1 (stereo unspecified),·,2,-6,4,5,0.0,-19,-2
CCC(=O)N1[C@H](CO)[C@H](c2ccc(C3=CCCC3)cc2)[C@H]1CNC(=O)CN(C)C,0.0,3,7,·,·,0.2,·,·
Cc1n[nH]c(C)c1S(=O)(=O)N1CCCC(C(=O)NC2CCCc3ccccc32)C1 (stereo unspecified),-0.2,-21,-2,-7,1,0.0,-5,0

Compound,E-sel inducer,esBAF inh,RAD54 branch,ERp5 inh,ERAP1 HTS inh,Xi reactivation,RAD52 inh,S100A4 inh HTS
CCOc1c2ccc(C(=O)NCc3ccc4c(c3)OCO4)cc2nn1C,-0.2,-7,0,-1,7,0.1,-9,-1
COc1cc(NC(=O)[C@H]2O[C@@H](n3ccc(N)nc3=O)[C@H](O)[C@@H]2O)cc(OC)c1OC,2.5,-2,-8,0,0,0.0,-13,-5
O=[N+]([O-])c1cccc(-n2nncc2-c2ccccc2)c1,·,-7,2,3,-1,0.0,-10,-2
COCCCNC(=O)Cn1cnc2c(NCc3ccccc3)ncnc21,-0.1,-12,3,4,-1,0.1,-12,-2
O=C(Nc1cnn(Cc2ccc(F)cc2)c1)c1cc(-c2cccs2)on1,·,·,·,3,-4,·,-10,3
COc1cccc(NC(=O)Nc2ccc3c(c2)C(=O)N(C)[C@H]2CC[C@H](CC(=O)NCCc4ccccc4)O[C@H]2CO3)c1,0.1,3,-6,-1,-1,1.3,-24,-6
COCCn1c(SCC(=O)NC2CCCC2)nnc1-c1ccco1,0.2,6,7,-1,2,0.0,-6,-8
O=C(Nc1cccc(C(F)(F)F)c1)Nc1ccc2nc([C@@H]3O[C@H](CO)[C@@H](O)[C@H](O)[C@H]3O)[nH]c2c1,·,-7,-11,0,·,-0.2,5,1
COc1ccccc1C#Cc1cnc2c(c1)C(=O)N([C@@H](C)CO)C[C@H](C)[C@@H](CN(C)C(=O)CC1CC1)O2,0.0,-1,1,-2,1,0.0,8,1
CN(C(=O)Cn1nnc2ccccc2c1=O)C1CCCCC1,0.1,4,·,-4,-2,0.1,-15,2
Cc1cccc(C)c1NC(=S)N1CCCN(Cc2ccc(F)cc2)C1,4.7,5,-1,-8,·,0.4,-20,-2
C[C@@H]1CN([C@H](C)CO)C(=O)c2cc(NC(=O)Nc3ccc4c(c3)OCO4)ccc2O[C@H]1CN(C)S(=O)(=O)c1cccs1,0.4,-3,9,-3,0,-0.7,5,-4
CCc1ccccc1OCC(=O)Nc1cccc(S(=O)(=O)NC2=NCCC2)c1,·,2,-9,0,4,0.0,-15,-1
COc1cccc(N/N=C(\C#N)S(=O)(=O)C(C)(C)C)c1,-0.9,·,·,-6,4,0.0,-15,-5
COc1ccccc1N1CC(C(=O)Nc2ccc(N3CCOCC3)cc2)CC1=O (stereo unspecified),·,-7,7,-2,1,0.0,6,0

Compound,E-sel inducer,esBAF inh,RAD54 branch,ERp5 inh,ERAP1 HTS inh,Xi reactivation,RAD52 inh,S100A4 inh HTS
CN1OC[C@@H]2CN(C(=O)CCc3ccccc3)[C@H](c3cccc(Oc4ccccc4)c3)C[C@@H]21,0.0,-4,3,22,-3,·,-1,-4
C[C@H]1CN([C@@H](C)CO)C(=O)c2cc(C3=CCCC3)cnc2O[C@@H]1CN(C)C(=O)Cc1ccncc1,2.0,6,1,5,1,-0.1,1,-13
CCCC#Cc1cnc2c(c1)C(=O)N([C@@H](C)CO)C[C@H](C)[C@H](CN(C)S(C)(=O)=O)O2,0.7,-8,-7,1,2,0.2,11,-1
COc1ccc(-c2ccc3c(c2)C2CC3CCN2C(=O)C2CCCCC2)cc1 (stereo unspecified),-0.5,-10,0,8,1,0.4,-1,2
O=C(NC1CCC(C(=O)O)CC1)OCc1ccccc1 (stereo unspecified),0.2,3&0,8&2,8,-3,0.2,-6,-1
CCOC(=O)c1c(C)n(C)c2cc(-c3cccc(C(F)(F)F)c3)c(O)cc12,·,-10,·,6,-3,0.0,-12,3
COc1ccc(C(=O)NCCc2ccccc2)cc1OC,0.4,28,4,3,0,0.5,2,11
COc1cccc(-c2cnc3c(NC=O)cc(-c4ccc(S(C)(=O)=O)cc4)cn23)c1,0.8,5,-4,-4,1,0.2,-26,1
CCOc1ccc(S(=O)(=O)NCCCN2CCCC2=O)cc1,·,·,·,-2,-1,0.1,0,3
CCn1ccc(C(=O)NCCCN2CCCC2=O)n1,-0.7,3,-1,8,-3,0.0,-12,-1
O=C(COc1ccc(F)cc1F)Nc1cccnc1,2.7,·,-12,2,-3,0.0,-3,4
C[C@@H]1CN([C@@H](C)CO)C(=O)c2cccc(NC(=O)Nc3ccc(F)cc3)c2O[C@@H]1CN(C)Cc1ccccc1,0.4,4,-1,4,-2,0.0,2,14
CCCCn1nc2cc(C(=O)NCc3ccco3)ccc2c1OCC,1.3,-9,1,·,·,0.1,·,·
CS(=O)(=O)N1N=C(c2cccs2)CC1c1ccccc1F (stereo unspecified),1.2,·,·,-1,-2,0.1,-24,-14
O=C(N[C@@H]1CC[C@@H](CCn2cc(Cc3ccccc3)nn2)O[C@H]1CO)c1ccccn1,0.5,1,-4,1,3,0.0,-8,1

For convenience, 2 of the compounds above.
Compound,E-sel inducer,esBAF inh,RAD54 branch,ERp5 inh,ERAP1 HTS inh,Xi reactivation,RAD52 inh,S100A4 inh HTS
O=C(COc1ccc(F)cc1F)Nc1cccnc1,2.7,·,-12,2,-3,0.0,-3,4
C[C@@H]1CN([C@@H](C)CO)C(=O)c2cccc(NC(=O)Nc3ccc(F)cc3)c2O[C@@H]1CN(C)Cc1ccccc1,0.4,4,-1,4,-2,0.0,2,14

Additional structures
Compound,E-sel inducer,esBAF inh,RAD54 branch,ERp5 inh,ERAP1 HTS inh,Xi reactivation,RAD52 inh,S100A4 inh HTS
O=C(Nc1cccc(S(=O)(=O)N2CCCCC2)c1)C1CCC1,0.0,0,1,-1,-2,1.1,-1,-3
C[C@@H]1CN([C@H](C)CO)S(=O)(=O)c2ccc(C#CC(C)(C)O)cc2O[C@@H]1CN(C)C(=O)CC1CC1,-0.8,5,0,7,2,0.0,12,-21
CC(=O)N(Cc1ccc(F)cc1)Cc1nc2ccccc2c(=O)[nH]1,·,5,1,11,6,0.3,-24,-7
COc1cccc(-c2ccc([C@@H]3[C@H]4CN(C(=O)C5CCCCC5)CC(=O)N4[C@H]3CO)cc2)c1,0.5,·,·,-2,-1,0.0,-4,-20
COc1cccc(S(=O)(=O)Nc2ccc3c(c2)[C@H]2C[C@@H](CC(=O)N(C)C)O[C@H](CO)[C@H]2O3)c1,-0.1,-7,4,0,0,0.1,-15,-4
CSCCC(NC(=O)/C(=C\c1ccc(Cl)cc1)NC(=O)c1ccccc1)C(=O)O (stereo unspecified),·,·,·,15,0,0.0,-5,2
CO[C@@H]1CN(C)C(=O)c2ccc(NC(=O)c3ccc(F)cc3)cc2OC[C@@H](C)N(C(=O)CC2CC2)C[C@H]1C,0.8,2,2,-3,·,0.2,-3,-2
Cc1cc(C(=O)C(C)OC(=O)c2cnccn2)c(C)n1-c1ccccc1 (stereo unspecified),0.1,·,·,0,2,0.1,0,-4
O=C(Nc1ccc(F)cc1)C(c1ccccc1)N1CCN(c2cccc(C(F)(F)F)n2)CC1 (stereo unspecified),5.4,·,·,-2,·,0.0,-8,-6
COC(=O)C[C@H]1CC[C@@H]2[C@H](COc3ccc(NC(=O)C4CC4)cc3C(=O)N2C)O1,0.2,-1,5,-10,0,0.0,-2,3
COc1ccc(S(=O)(=O)N(C)C[C@H]2Oc3ccc(NC(=O)CCN4CCOCC4)cc3CC(=O)N([C@@H](C)CO)C[C@H]2C)cc1,-8.0,1,-1,-12,2,-0.4,-5,-5
CCOC(=O)c1cnc2ccc(C)cn2c1=O,-0.1,1,2,3,·,2.3,3,0
Cc1noc(C)c1S(=O)(=O)Nc1ccc2c(c1)CC(=O)N([C@@H](C)CO)C[C@H](C)[C@@H](CN(C)Cc1ccccc1)O2,0.0,3,-6,8,0,0.2,9,4
COc1cccc(CNC(=O)CSCC(=O)Nc2ccc(C)cc2)c1,-0.4,-6,13,5,2,0.0,-16,-5
CC(C)c1ccc(NC(=O)C2C3C=CC(CC3)C2C(=O)O)cc1 (stereo unspecified),·,·,-13,·,-1,0.0,8,4
